# aGlu spleen mod = inhibitors or activators of human alpha-glucosidase in spleen homogenate | P10253 | human spleen homogenate, 4-MU-alpha-glucoside fluorescence | Potency, µM (titrated, usually from 79.9 µM), for inactives: at the highest dose activity change, negative = inhibition, hits mostly inhibitors | hit rate 0.006% among 240,000;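 note: 0% = enzyme with vehicle and -100% = no enzyme basal signal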
#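 Human spleen homogenate (1 ug) with 4-methylumbelliferyl-alpha-D-glucopyranoside (1 mM final) in 50 mM citrate/phosphate pH 5.0, 0.01% Tween-20; 40 min at 37 C. Stopped at pH 10; 4-MU fluorescence Ex 365/Em 440 nm; AC50 by Hill fit.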
# HTT cytoprotect = Huntington cell model cytoprotection by ATP luminescence; PC12 HTT-Q103 induced, cytoprotection, ATP luminescence, 40 h; Potency, µM (series often up to 56.4 µM), for the others: cytoprotection (ATP increase), hits mostly activators; hit rate 0.14% among 230,000;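 note: % of control where 0% means no effect; nearly all actives have a fitted effect of over 45% in size; toxic huntingtin expression switched on by the ecdysone agonist tebufenozide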
#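 Compounds were screened for protection of PC12 cells against cell death after tebufenozide induction (100 nM final) of mutant Huntingtin exon 1 (Q103) fused to GFP.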
# Tau fibril ThT = tau fibrillization inhibition (ThT binding); hit rate 2.1% among 270,000; P10636; recombinant tau K18 P301L, heparin-induced fibrillization, ThT fluorescence; Potency, µM (highest dose often 57.4 µM), for inactives: top-dose activity, negative = inhibition, most hits filed as inhibitors; note: % is set by controls: 0 for no effect and ±100 for the full control effect; nearly all actives have a fitted effect of over 55% in size
# Target sequence (P10636 561-689 P618L limits assumed): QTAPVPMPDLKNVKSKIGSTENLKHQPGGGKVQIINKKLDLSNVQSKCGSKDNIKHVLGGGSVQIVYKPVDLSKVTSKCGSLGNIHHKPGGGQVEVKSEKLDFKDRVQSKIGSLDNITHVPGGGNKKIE
#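 Fibril formation assay: tau K18 P301L at 15 uM with trace Alexa 594 label, heparin inducer 20 uM, pH 7 sodium acetate buffer, 37 C for 6 hr; endpoint ThT signal.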
# aGal spleen mod = inhibits or activates alpha-galactosidase in human spleen homogenate; human spleen homogenate, 4MU-alpha-Gal fluorescence, 40 min; Potency, µM (top dose mostly 80 µM), inactives show at the highest dose activity change, negative = inhibition, hits mostly inhibitors; hit rate 0.008% among 240,000;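 note: 0% = enzyme with vehicle and -100% = no enzyme basal signal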
# Target sequence (P06280 32-429 limits assumed): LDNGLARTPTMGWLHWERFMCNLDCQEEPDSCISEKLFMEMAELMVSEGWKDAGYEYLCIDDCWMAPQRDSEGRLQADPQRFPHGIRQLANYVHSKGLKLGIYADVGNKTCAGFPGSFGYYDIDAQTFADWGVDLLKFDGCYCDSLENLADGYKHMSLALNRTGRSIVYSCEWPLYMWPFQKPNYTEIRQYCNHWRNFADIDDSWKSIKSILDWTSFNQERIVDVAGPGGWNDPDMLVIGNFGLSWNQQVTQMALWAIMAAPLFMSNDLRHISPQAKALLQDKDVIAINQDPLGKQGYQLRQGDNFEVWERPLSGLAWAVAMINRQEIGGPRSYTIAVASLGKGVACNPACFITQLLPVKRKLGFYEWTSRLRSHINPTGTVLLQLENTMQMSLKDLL
#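 Human spleen homogenate (1 ug) as enzyme source, 4-methylumbelliferyl-alpha-D-galactopyranoside 1 mM final, citrate/phosphate pH 5.0 with 0.01% Tween-20. Compounds 40 min at 37C, NaOH/glycine stop; fluorescence Ex 365/Em 440, Hill-fit AC50.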
# Tau fluor counter = counter-screen for tau fibril formation inhibitors | tau K18 P301L Alexa594 fluorescence, heparin fibrillization | Potency, µM (top dose mostly 57.7 µM), inactives show at the top dose activity change, negative = decrease | hit rate 0.93% among 280,000 | AID 1463; note: % is set by controls: 0 for no effect and ±100 for the full control effect; nearly all actives have a fitted effect of over 55% in size
#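 Human tau K18 P301L (15 uM unlabeled, 0.24 uM Alexa 594-labeled) in 100 mM sodium acetate pH 7 with 20 uM heparin, 6 hr at 37 C. ThT 30 uM added, 1 hr ambient; Alexa 594 FP and total fluorescence read at 555/632 nm.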
# GAA inhib = blocks human lysosomal alpha-glucosidase; purified human GAA, 4-MU-alpha-glucoside fluorescence; hit rate 0.005% among 200,000; Potency, µM (highest dose often 76.9 µM), inactives show top-dose activity change, negative = inhibition, actives largely listed as inhibitors; AID 1466; P10253;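 note: plate controls were uninhibited enzyme wells for no effect and no-enzyme background for full effect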
#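 Fluorescence at Ex 365/Em 440 nm from 4-methylumbelliferone reported enzyme activity after 20 min at room temperature. Reactions used 4 nM enzyme and 400 uM substrate at pH 5.0; curves fitted with the Hill equation.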
# Tau FP inhib = tau fibrillization inhibition (FP); P10636; K18 P301L tau heparin fibrillization, Alexa594 FP, 6 h; Potency, µM (doses to about 57.7 µM), for inactives: top-dose activity, negative = inhibition, usual class: inhibitors; hit rate 0.39% among 280,000; note: % is set by controls: 0 for no effect and ±100 for the full control effect; nearly all actives have a fitted effect of over 55% in size
#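 Read-out: fluorescence polarization of Alexa 594-labeled tau (0.24 uM), 555 nm excitation, 632 nm emission. Mixtures held 15 uM unlabeled K18 P301L, compound and 20 uM heparin, pH 7 acetate buffer, incubated 6 hr at 37 C.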
# GAA glycogen mod = inhibitors or activators of human alpha-glucosidase glycogen cleavage. AID 2100. Potency, µM (series often up to 76.4 µM), for the others: at the top dose activity change, negative = inhibition, usual class: inhibitors. hit rate 0.38% among 300,000. recombinant GAA, glycogen substrate, Amplex Red glucose oxidase fluorescence;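 note: 0% = full enzyme reaction and -100% = no-enzyme basal signal; the screen sought inhibitors and activators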
#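 Recombinant human enzyme (4 nM); glycogen substrate; 37 C, 40 min, pH 5.0. Readout: coupled glucose oxidase/Amplex Red fluorescence.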
# An asterisk follows results filed as active; ? = inconclusive; nt = no result given; [ ] = remark or other dose. Calls come from the whole dose curve; as a rule, active = well fitted curve in the direction sought with a large enough effect; inconclusive = small, poorly fitted or top-dose-only effect, or another doubt; inactive = no such curve, though single readings can be large; an effect the other way counts as inactive or inconclusive. Potency is the fitted concentration of half-maximal effect.
molecule | GAA glycogen mod | Tau fluor counter | Tau fibril ThT | GAA inhib | aGlu spleen mod | HTT cytoprotect | aGal spleen mod | Tau FP inhib
Cc1ccc(N2CCn3c2nc2c3c(=O)n(CCCc3ccccc3)c(=O)n2C)cc1 | 11%[76.3 µM] | -8% | -8% | nt | nt | nt | nt | -5%
Cc1cc(NC(=O)COCc2cc(-c3ccc(F)cc3)on2)ccc1Br | -18%[76.3 µM] | ? | -10% | nt | nt | nt | nt | ?
C[C@@H](NC(=O)OC(C)(C)C)c1nnc(S(=O)(=O)Cc2ccccc2)o1 | 1% | -1% | ? | nt | 6% | 22%[10 µM] | 5% | ?
CC1Cc2cc(S(=O)(=O)NCc3ccccc3)ccc2N1C(=O)C1CCC1 (stereo unspecified) | 14%[76.3 µM] | 2% | 6% | nt | nt | nt | nt | -11%
COc1cc2c(cc1OC)C(C(=O)NCCN(C)C)C(c1cccs1)N(C)C2=O (stereo unspecified) | 3% | -8% | -8% | -13% | 5% | -19% | -1% | -4%
O=C(Cn1nnc(-c2ccccc2)n1)N/N=C/c1cc([N+](=O)[O-])ccc1O | 9% | 0% | 0% | 1% | 1% | 1%[10 µM] | -2% | 4%
CCOCCCn1c(=S)[nH]c2cc3c(cc2c1=O)OCO3 | -5% | -5% | -15% | -2% | -7% | -2%[10 µM] | -30% | 5%
Cc1ccc(NC(=O)[C@H](CSCc2ccccc2)N2Cc3ccccc3C2=O)cc1 | 2%[76.3 µM] | -7% | 6% | nt | nt | nt | nt | -7%
COc1ccc(C)cc1S(=O)(=O)N(C)CC(=O)Nc1ccccc1 | -2% | -4% | -6% | 4% | -7% | 5%[10 µM] | -14% | 9%
Cc1cccc(NC(=S)N(CCCN2CCOCC2)Cc2ccco2)c1 | -3% | -6% | -5% | 3% | -4% | -27% | -7% | -1%
C#CCn1c(=O)n(-c2cccc(Cl)c2C)c(=O)c2c3c(sc21)CN(C(C)=O)CC3 | -13%[76.3 µM] | 0% | 5% | nt | nt | nt | nt | -7%
CO/N=C(\Cn1ncc(N2CCCC2)c(Cl)c1=O)c1ccc(Cl)cc1 | 7% | -5% | -9% | ? | -5% | -8% | -6% | -2%
CCOC(=O)c1cc2sccc2n1Cc1ccccc1 | -3% | -17% | ? | -13% | -2% | -19%[10 µM] | -2% | -19%
CCC(C)OC(=O)/C(C#N)=C/c1ccc(-c2ccc(Br)cc2)o1 (stereo unspecified) | 9%[76.3 µM] | -23% | -18% | nt | nt | nt | nt | 5%
CCOC(=O)C1CCCCN1Cc1ccc(C(F)(F)F)cc1 (stereo unspecified) | -7% | -11% | -15% | 2% | 0% | 0% | -1% | -5%
COc1ccc(/C=N/NC(=O)CCOc2ccccc2C)cc1OC | -2% | 2% | 3% | -8% | 6% | nt | -11% | -6%
Cc1ccc(-n2c(=S)[nH]c3nc4c(cc3c2=O)COC(C)(C)C4)cc1 | -6% | 8% | 2% | 5% | -6% | -5%[10 µM] | 0% | 6%
Cc1cc(C)c2cc(C(=O)N3CCc4ccccc4C3)[nH]c2c1 | 4% | -5% | -15% | nt | 0% | 8%[10 µM] | 4% | 6%
Cc1cc(C)cc(Oc2nc(-c3ccccc3)cc(C)c2S(C)(=O)=O)c1 | -9% | -16% | 1% | ? | 1% | -4% | 0% | ?
COc1ccc(Cn2c(C(F)(F)F)ccc(C(N)=O)c2=O)cc1 | -1% | -6% | -1% | -2% | nt | -13% | -10% | -7%
CCOC(=O)c1cnc2cc3c(cn2c1=O)CCCC3 | -7% | -4% | 0% | ? | ? | -12% | ? | 6%
COc1ccc(OC)c(C2C(C(N)=O)=C(C)Nc3nc(CCCO)nn32)c1 (stereo unspecified) | 1% | -2% | -9% | 5% | -2% | -5% | 2% | -3%
COc1cc2c(cc1NC(=O)/C=C/c1ccc([N+](=O)[O-])cc1)oc1ccccc12 | -1% | 0% | ? | 3% | 0% | 5%[10 µM] | 2% | -7%
Cc1ncc(CN2CCN(CCc3ccccc3)C(CCO)C2)s1 (stereo unspecified) | 3% | 0% | -2% | 3% | 4% | 11%[10 µM] | -2% | 8%
CCn1c(CC(=O)Nc2ccc(C)cc2)n[nH]c1=S | 2% | 5% | 4% | -6% | nt | -4% | 6% | 7%
Cc1cccc(C2c3[nH]c4ccccc4c3CCN2C(=O)c2cc3c([nH]c2=O)CCCC3)n1 (stereo unspecified) | 20% | -7% | -15% | ? | -13% | 5%[10 µM] | 6% | 2%
COc1ccc(CNC(=O)COC(=O)c2ccccn2)cc1 | 9% | 1% | -2% | 4% | -10% | -4% | -8% | 1%
CCN1C(C)=C(C(=O)OC)C(c2ccccc2)N2C(=O)[C@](O)(C(=O)OC)CC(C(C)=O)=C12 (stereo partly specified) | nt | -10%[11.6 µM] | -9%[11.5 µM] | nt | 2%[17.4 µM] | -20%[10 µM] | 12%[17.5 µM] | -1%[11.6 µM]
COc1cc(/C=N\n2nnnc2N)ccc1OCc1ccc(F)cc1 | 7% | -25% | -17% | ? | 2% | -34% | 10% | -4%
O=C1c2ccccc2-c2c1nc1c([n+]2[O-])CCCC1 | 0% | -11% | -9% | 1% | -1% | -18% | -3% | -10%
C=CCN(C(=O)CNC(=O)c1ccco1)C(C(=O)NC1CCCC1)c1cccs1 (stereo unspecified) | 10% | 12% | 3% | ? | 1% | 23%[10 µM] | -1% | 8%
CCCc1nc2ccc(NC(=O)NCCC(=O)OCC)cc2c(=O)n1Cc1cccc(Cl)c1 | 1% | ? | -3% | ? | -6% | 4% | 2% | ?
CC(=O)NCCn1c(SCc2ccccc2F)nc2ccccc2c1=O | 1% | -6% | 3% | -5% | -1% | -1% | 8% | -6%
O=C(NCCc1ccccc1)c1cccc(Br)n1 | nt | -15%[81.3 µM] | -15%[81.4 µM] | nt | -15%[119 µM] | -19% | -5%[119 µM] | -4%[81.3 µM]
O=C(CCc1ccc(S(=O)(=O)N2CCOCC2)cc1)Nc1ccc2ccccc2c1 | -13% | ? | 3% | -14% | -7% | -9% | 2% | -8%
COc1ccc2nc(/C(C#N)=C\c3ccc(Oc4ccc([N+](=O)[O-])cn4)cc3)[nH]c2c1 | -3% | ? | 5µM* | 0% | -6% | nt | 0% | -13%
CCS(=O)(=O)N1Cc2ccccc2CC1C(=O)Nc1nnc(SCc2ccc(F)cc2)s1 (stereo unspecified) | -1% | 9% | 6% | 0% | 2% | 6%[10 µM] | 0% | -1%
CCC(=O)N1CCc2cc(S(=O)(=O)NCCC(=O)N3CCN(Cc4ccccc4)CC3)ccc21 | 9% | -4% | 1% | -3% | 1% | -28% | 11% | -1%
CCCN(CCC)CCCNc1ccc(C(=O)Nc2cccc(OC)c2)cc1[N+](=O)[O-] | 4% | -28% | ? | -8% | -6% | -22% | -1% | 2%
CCOc1ccc(NC(=S)Nc2ccccc2C2CC2)cc1 | -20% | -11% | -13% | -5% | 1% | -3%[10 µM] | 1% | 13%
O=C(CCc1nc2cccnc2n1Cc1ccccc1)N1CCOCC1 | 2% | -8% | -5% | -7% | -2% | 3% | 5% | -7%
CC(=O)Cc1nsc(Nc2ccc(C)cc2)n1 | 8% | -3% | 0% | 15% | 3% | -15%[10 µM] | 1% | -6%[2.34 µM]
CC(=O)N1CCN(S(=O)(=O)c2cccc(C(=O)NC3CCCc4ccccc43)c2)CC1 (stereo unspecified) | 2% | -8% | -3% | ? | -2% | 3% | 4% | 5%
COc1ccc(Cl)cc1NC(=O)C(C)Sc1nc2c(c(=O)[nH]1)CCCC2 (stereo unspecified) | 20%[76.3 µM] | 6% | 6% | nt | nt | nt | nt | -9%
COC(=O)c1nn(-c2ccccc2)c(Sc2ccccc2)c1/C=N/O | -9% | -15% | -4% | -4% | -12% | -1% | -14% | 0%
Nc1ccc(C(=O)OC2CCOC2=O)cc1[N+](=O)[O-] (stereo unspecified) | 6% | 8% | 0% | -3% | 0% | -4%[10 µM] | 4% | 1%
COc1ccc(NC(=O)CSCCc2ccccn2)cc1OC | 4% | -4% | -2% | 6% | 0% | -10% | 0% | 3%
CCOC(=O)N1CCN(C(=O)C2CCC(CNS(=O)(=O)c3ccccc3)CC2)CC1 (stereo unspecified) | 1% | 0% | -2% | -10% | -14% | 10% | 0% | 1%
CCN1C(=O)N[C@@H](c2cccc(F)c2)C(C(C)=O)=C1C | nt | -4%[11.6 µM] | 7%[11.5 µM] | nt | 4%[17.4 µM] | -20%[10 µM] | 8%[17.5 µM] | 2%[11.6 µM]
O=c1cc(CN2CCCCCC2)nc2sccn12 | 4% | 5% | 12% | 7% | -2% | nt | 10% | -7%
Cc1ccnc(NC(=O)c2ccoc2C)c1 | 9% | -1% | -8% | 4% | 0% | 17%[10 µM] | -6% | 2%
CCC1=C2CC[C@H]3C(=O)N(c4ccccc4)C(=O)[C@H]3[C@H]2[C@@]2(Cc3ccccc3)C(=NCCc3c[nH]c4ccccc34)OC(=O)N2C1=O | nt | ? | ? | nt | -8% | -8% | -2% | 1%
CN(C)C(=S)SCC(=O)NCc1ccc(F)cc1 | 8% | -10% | -11% | -2% | -2% | -11% | -7% | 7%
N#CC1=C(SCC(N)=O)NC2=C(C(=O)c3ccccc32)C1c1ccc(Cl)cc1 (stereo unspecified) | ? | ? | 14µM* | 0% | -5% | -5% | 7% | ?
COc1ccc(/C=N/NC(=O)c2ccc(N(C)S(=O)(=O)c3ccccc3)cc2)c(OC)c1 | -6% | -26% | -14% | ? | -7% | -22% | -4% | -1%
CC1CCCC(C)N1CCCNC(=O)c1cc2c(=O)n(C)c3ccccc3c2n1C (stereo unspecified) | 4% | -7% | -11% | ? | 5% | -36% | 10% | 6%

# Record cards, from the list above. Order of screens: GAA glycogen mod	Tau fluor counter	Tau fibril ThT	GAA inhib	aGlu spleen mod	HTT cytoprotect	aGal spleen mod	Tau FP inhib
# Cc1ccnc(NC(=O)c2ccoc2C)c1 is entered as 9%	-1%	-8%	4%	0%	17%[10 µM]	-6%	2%
# CCS(=O)(=O)N1Cc2ccccc2CC1C(=O)Nc1nnc(SCc2ccc(F)cc2)s1 (stereo unspecified) is entered as -1%	9%	6%	0%	2%	6%[10 µM]	0%	-1%
